Ba/F3 V617F tox – lowers viability of Ba/F3 cells expressing EpoR and JAK2V617F | inhibition, % at 5.6 µM | 220,000 tested, 1.1% active | ATP luminescence | AID 1446;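 active = inhibition above the campaign mean plus 3 SD over all tested compounds, cut at about 24% in these data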;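 note: cytokine-independent growth of Ba/F3 cells driven by EpoR plus mutant JAK2; 0% = DMSO-treated cells and 100% = JAK inhibitor I control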
NCF1 inh – blocks human p47phox regulatory protein of NADPH oxidases. 220,000 tested, 0.53% active. p47phox/p22phox peptide binding, fluorescence polarization, 2 h. AID 1274. P14598. inhibition, % at 24.7 µM;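 active = inhibition above about 30%, limit read from the data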;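 note: 0% = p47phox with labelled peptide and 100% = labelled peptide alone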
Target sequence (P14598 whole entry, looked up): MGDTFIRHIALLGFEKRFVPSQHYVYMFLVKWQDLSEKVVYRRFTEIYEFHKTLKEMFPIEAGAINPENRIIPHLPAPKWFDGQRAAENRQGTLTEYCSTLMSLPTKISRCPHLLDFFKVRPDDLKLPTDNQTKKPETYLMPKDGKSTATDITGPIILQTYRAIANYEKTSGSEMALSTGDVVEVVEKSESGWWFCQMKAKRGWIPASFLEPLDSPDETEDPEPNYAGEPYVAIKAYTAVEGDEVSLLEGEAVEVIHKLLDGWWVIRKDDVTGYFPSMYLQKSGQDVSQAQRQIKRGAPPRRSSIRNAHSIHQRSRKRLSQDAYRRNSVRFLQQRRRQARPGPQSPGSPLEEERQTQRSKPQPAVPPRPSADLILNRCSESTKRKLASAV
CHOP inh – inhibitors of CHOP induction in ER stress response; CHO-K1 CHOP-promoter luciferase, tunicamycin-induced, 15-18 h; inhibition, % at 10 µM; 220,000 tested, 3.8% active;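 active = compounds that reduced the stress-induced luciferase reporter signal by more than about 70% of percent inhibition, limit read from the data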;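 note: 0% = tunicamycin plus vehicle and 100% = wells without tunicamycin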
NPY1 pot ag – potentiators or agonists of human neuropeptide Y receptor Y1. activation, % at 3.6 µM. 220,000 tested, 0.37% active. P25929. AID 1304. NPY-Y1 expressing cells, potentiator/agonist activation; in the data active = activation above about 33%, passing the limit was not always enough;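 note: cells stimulated with NPY at EC10 then isoproterenol at EC100; 0% = low agonist plus stimulus and 100% = saturating agonist plus stimulus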
BaF3 tox – reduces parental Ba/F3 cell viability, JAK2V617F counter-screen. CellTiter-Glo ATP luminescence. inhibition, % at 5.6 µM. 220,000 tested, 1.1% active;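 active = inhibition above a per-campaign cutoff, the mean inhibition of all tested compounds plus 3 SD, cut at about 27% in these data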;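 note: 0% = DMSO wells and 100% = JAK Inhibitor I control wells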
S1P4 antagonist – antagonists of human S1P4 receptor; S1P4-expressing cells, antagonist mode, reporter read-out; inhibition, % at 4.98 µM; 220,000 tested, 0.26% active; in the data active = inhibition above about 29%;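 note: 0% = wells stimulated with agonist and 100% = vehicle wells without agonist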
Target sequence (O95977 whole entry, looked up): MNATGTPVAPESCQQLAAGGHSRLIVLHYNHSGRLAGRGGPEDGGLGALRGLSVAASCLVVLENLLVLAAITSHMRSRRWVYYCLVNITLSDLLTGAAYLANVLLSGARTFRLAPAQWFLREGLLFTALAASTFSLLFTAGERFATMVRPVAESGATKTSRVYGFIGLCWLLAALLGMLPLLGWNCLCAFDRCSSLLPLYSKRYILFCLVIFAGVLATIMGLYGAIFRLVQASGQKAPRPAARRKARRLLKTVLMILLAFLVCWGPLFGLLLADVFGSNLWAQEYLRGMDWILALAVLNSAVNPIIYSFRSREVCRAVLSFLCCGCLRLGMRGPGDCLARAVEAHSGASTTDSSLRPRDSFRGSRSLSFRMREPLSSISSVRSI
NPY Y1 blocker – antagonists of human neuropeptide Y receptor Y1; HEK293-CNG Y1 cells, membrane potential fluorescence; NPY at EC95, then isoproterenol; inhibition, % at 3.6 µM; 200,000 tested, 1% active;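 active = inhibition above the campaign mean inhibition of all tested compounds plus 3 SD, cut at about 20% in these data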;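 note: 0% = DMSO wells given NPY plus isoproterenol and 100% = isoproterenol alone without NPY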
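Material: HEK293 Y1/CNG channel cell line | Also added: NPY (25 nM), isoproterenol (1 µM), Ro 20-1724 (25 µM) | Compound: One concentration, 3.6 µM, in 0.4% DMSO | Schedule: 3 h dye uptake, 1 h room-temperature compound, 45 min post-isoproterenol | Signal: Membrane-potential fluorescent dye readout | Read-out: % inhibition of NPY effect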
S1P4 ag – activates the human S1P4 receptor. O95977. S1P4-expressing cell line, agonist reporter assay. activation, % at 4.98 µM. 220,000 tested, 0.35% active; in the data active = activation above about 11%;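 note: 0% = DMSO vehicle and 100% = reference agonist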
NPY2 pot ag – human NPY-Y2 potentiation or agonism, primary screen. cells expressing NPY-Y2, potentiator/agonist read-out. activation, % at 3.6 µM. 220,000 tested, 0.45% active; in the data active = activation above about 27%;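 note: cells stimulated with NPY near EC25 plus isoproterenol at EC100; 0% = vehicle plus submaximal agonist and 100% = vehicle plus saturating agonist; some results beyond the cut were filed as inactive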
* hit, by the source's call; nt = no result given.

Sample of the layout:
SMILES	Ba/F3 V617F tox	NCF1 inh	CHOP inh	NPY1 pot ag	BaF3 tox	S1P4 antagonist	NPY Y1 blocker	S1P4 ag	NPY2 pot ag
O=C(NNS(=O)(=O)c1ccc(C(=O)NC2CCCC2)cc1)c1ccncc1	0	-4	-13	19	8	-14	2	1.6	-4
CCCn1c(C)nc2c(c1=O)c1nc3ccccc3nc1n2CCC1=CCCCC1	-3	-18	89*	-26	3	-7	-1	1.4	-7
O=C(c1cc2nc(-c3ccco3)cc(C(F)(F)F)n2n1)N1CCN(c2ccccn2)CC1	7	-16	18	-32	8	-18	3	-1.1	-18

Main list (from the top)
SMILES	Ba/F3 V617F tox	NCF1 inh	CHOP inh	NPY1 pot ag	BaF3 tox	S1P4 antagonist	NPY Y1 blocker	S1P4 ag	NPY2 pot ag
O=C(NNS(=O)(=O)c1ccc(C(=O)NC2CCCC2)cc1)c1ccncc1	0	-4	-13	19	8	-14	2	1.6	-4
CCCn1c(C)nc2c(c1=O)c1nc3ccccc3nc1n2CCC1=CCCCC1	-3	-18	89*	-26	3	-7	-1	1.4	-7
O=C(c1cc2nc(-c3ccco3)cc(C(F)(F)F)n2n1)N1CCN(c2ccccn2)CC1	7	-16	18	-32	8	-18	3	-1.1	-18
CCOC(=O)N1CCC(NC(=O)C2=CCN(S(=O)(=O)c3ccccc3)CC2)CC1	-1	4	-1	-21	0	0	nt	0.3	-8
Clc1ccc(-n2cnnn2)cc1	-2	2	25	2	3	-2	5	4.6	-5
CN(C)C(=O)c1ccc(N/C=C(\C=O)c2nc3ccccc3o2)cc1	3	-5	15	-11	3	4	2	0.5	-5
COCCNc1ncnc2nc[nH]c12	-2	-3	-25	13	-3	-10	1	-0.1	15
S=C1NCN(Cc2cccnc2)CN1c1cccc(Cl)c1	-1	-4	-1	-3	-2	-9	nt	-0.7	5
O=C(CCN1CCCCC1)NCNC(=O)CCN1CCCCC1	7	-5	41	-14	11	23	0	0.1	-25
Cc1[nH]c2ccccc2c1/C=N/NC(=O)CNC(=O)COc1ccccc1	3	-7	-5	13	4	-3	-7	0.8	3
O=C(Oc1cccc(C(=S)N2CCCCC2)c1)c1ccccc1	2	-18	6	-5	6	1	3	1.4	2
O=C(COC(=O)c1cc(=O)[nH]c2ccccc12)NCc1cccs1	0	-11	19	1	1	-3	nt	1.1	14
COC(=O)c1ccccc1NC(=O)Oc1ccc(C(C)C)cc1	5	-13	31	-17	9	9	2	0.2	-5
COC(=O)c1ccccc1NC(=O)COc1ccccc1[N+](=O)[O-]	0	-10	0	-9	4	-11	10	1.3	4
CCN(C(=O)CSc1nnnn1-c1ccccc1)C1CCS(=O)(=O)C1 (stereo not given)	-3	-7	-21	-1	4	-29	5	3.3	-3
Cc1ccc(C(c2nnnn2Cc2ccccc2)N2CCN(Cc3ccccc3)CC2)cc1 (stereo not given)	-5	-4	42	-12	0	-10	11	-4.0	-6
CC(C)CC(NC(=O)CCl)c1ccccc1 (stereo not given)	0	-5	19	-5	7	8	-2	-0.1	0
CC1CN(c2c3c(nc4ncnn24)CCCC3)CC(C)O1 (stereo not given)	-3	-5	26	20	6	-7	-3	-0.8	13
CC(C)NC(=O)C1CCN(c2ccc(S(=O)(=O)N3CCOCC3)cc2Cl)CC1	5	-11	7	-5	1	2	nt	1.2	-12
c1ccc(CN(Cc2ccco2)C(c2ccncc2)c2nnnn2C2CCCC2)cc1 (stereo not given)	2	-14	9	0	4	-7	26*	1.0	-5
Cc1c(Cl)cccc1NC(=S)NCc1ccccc1	-3	nt	nt	3	1	-8	-4	-1.2	-4
Brc1ccc(/C=N/c2nc3ccccc3n2CCN2CCOCC2)cc1	-1	-6	4	-1	2	-10	1	-0.3	9
COc1cccc(N2CCN(C(=O)CN(C)S(=O)(=O)c3ccc4c(c3)c(=O)n(C)c(=O)n4C)CC2)c1	-3	-3	-5	-16	4	6	1	2.3	-5
O=c1cc(N2CCC3(CC2)OCCO3)[nH]c(=O)n1C1CCCCC1	1	-6	-23	-5	8	-4	9	-1.8	-5
CCN1CCN(CC(=O)c2c(C)n(C)c3ccc(OC)cc23)CC1	0	-12	0	-5	1	-23	6	0.9	-15
CC(C)OC(=O)CC(=O)CSc1nc2c(cc1C#N)CCCCCC2	-2	10	31	15	4	-10	2	-1.8	10
COC(=O)CC(c1ccc(OC)c(OC)c1)c1ccc(OC)c(OC)c1	3	-5	25	13	2	-8	5	3.4	-1
Cc1nnc(NC(=O)CSCc2ccccc2)s1	-3	11	-5	8	5	-14	5	-0.1	-11
O=C(O)CC/C(=N\Nc1ccc(S(=O)(=O)N2CCOCC2)cc1[N+](=O)[O-])c1cccs1	0	-1	5	4	0	-14	nt	-1.7	5
Clc1ccccc1-c1nn2c(-c3ccncc3)nnc2s1	-4	8	52	2	5	-2	-1	0.7	2
CC(C)NC(=O)C1CCCN(S(=O)(=O)c2cccs2)C1 (stereo not given)	-3	10	-32	14	1	-16	3	0.6	17
Cc1cccc(/C=C/c2nc3ccccc3c(=O)n2Cc2ccccc2)c1	-2	-8	45	-23	2	-4	16	-2.2	-8
O=S1(=O)C=C(SCc2ccc(F)cc2)Nc2ccccc21	-1	2	7	-10	0	-8	-2	1.3	-2
CC(=O)N/N=C/C1=CCC2CC1C2(C)C (stereo not given)	5	3	17	-2	1	-10	-1	0.7	-12
CC(C)c1nc(SCC(=O)Nc2nc3c(s2)CCCC3)c2ccccc2n1	-1	-8	66	-20	-2	2	13	-2.1	-3
COc1ccccc1OCC(=O)Nc1ccc(C(N)=O)cc1	-5	2	-2	17	0	9	-2	-2.7	11
c1ccc(Cn2c(NCc3ccco3)nc3ccccc32)cc1	-4	-30	17	1	-3	0	-2	1.4	14
CCOc1ccccc1N1CCN(S(=O)(=O)c2cccs2)CC1	0	-10	15	6	0	-20	2	0.1	-2
Cc1nc(CS(=O)(=O)c2ccccn2)sc1C(=O)NNC(=O)c1c(F)cccc1Cl	-4	-6	18	3	1	12	nt	1.3	5
C/C(=N\NC(=O)c1ccc(-c2ccccc2)cc1)C1C(=O)c2ccccc2C1=O	-3	5	30	2	-2	5	-4	-0.2	6
Cc1ccc(Nc2c(-c3cccnc3)nc3ccc(Br)cn23)cc1	-2	-1	2	-3	3	-15	3	-1.2	6
C=CCc1ccccc1OCC(=O)OCCNC(=O)c1cccnc1	-3	-4	43	11	-1	-12	3	1.6	-7
CCc1ccc(N(C(=O)CNC(=O)c2ccco2)C(C(=O)NCC2CCCO2)c2ccccc2)cc1 (stereo not given)	2	2	9	-5	9	-8	0	0.2	-17
COc1ccc(OC)c(C(O)c2nc3ccccc3n2C(C)C)c1 (stereo not given)	5	-8	34	4	1	-4	5	1.0	4
O=C(CCNc1ccc(Cc2ccncc2)cc1)c1ccc([N+](=O)[O-])cc1	2	0	34	8	4	-3	1	1.2	-11
Cc1ccc(NC2=Nc3ccccc3CS2)cc1	3	-12	-32	37	4	5	6	0.8	36*
O=C(O)CN1CCCC1=Nc1ccccc1	-6	-1	7	-2	3	-3	5	-0.1	4
O=C(N/N=C\c1cn[nH]c1-c1ccccc1)c1cccs1	-1	-33	-7	-2	1	-5	8	0.5	7
CCC(=O)Nc1ccc(Br)cn1	-4	-7	19	3	5	-2	-8	-0.2	-6
CCC1(c2ccccc2)NC(=O)N(Cc2cccc([N+](=O)[O-])c2)C1=O (stereo not given)	-2	-5	4	19	0	-5	1	-0.3	15
Cc1cnc(C(=O)Nc2ccc(N3CCCCC3)cc2)cn1	1	-5	30	-18	2	-4	0	0.0	-3
C=CCN1C(=O)C(CC(=O)Nc2ccccc2F)S/C1=N\c1nccs1 (stereo not given)	-1	-25	8	6	-4	-11	nt	-0.2	-30
CCCNCc1cc(OCC)c(OCC(=O)Nc2ccccc2)cc1Br	0	-2	22	-9	3	-17	17	0.6	-12
CC(Cl)C(=O)Nc1ccccc1C#N (stereo not given)	6	-3	7	4	6	-52	1	1.3	-3
COc1ccc(Cn2c(=O)[nH]c3cc(C(=O)NCCCN4CCCCCC4)ccc3c2=O)cc1	-3	0	3	12	3	-9	-2	2.2	10
CC(C)(C)c1ccc(Oc2ccc(N)cn2)cc1	6	-6	88*	49*	6	0	nt	0.2	39
COc1ccccc1C(=O)NNC(=S)NC(=O)c1sc2ccccc2c1Cl	0	4	80*	1	6	-5	4	4.9	-6
COc1cccc(CN(C)CC(=O)Nc2ccccc2C(=O)Nc2ccccc2)c1OC	3	-4	3	-11	5	-8	4	-2.4	-1
COc1cc(/C=C/C(=O)N2CCN(C)CC2)cc(S(=O)(=O)N2CCc3ccccc32)c1OC	-2	-5	-12	1	-2	-7	nt	0.2	-3
Cc1ccc[n+](/C(=C\C(=C=[N-])C#N)C(=O)c2ccc(Cl)cc2)c1	1	-4	22	8	7	-8	-4	0.3	-11

Going on with the list.
SMILES	Ba/F3 V617F tox	NCF1 inh	CHOP inh	NPY1 pot ag	BaF3 tox	S1P4 antagonist	NPY Y1 blocker	S1P4 ag	NPY2 pot ag
O=C1CS/C(=N/N=C\c2ccn[nH]2)N1	-4	-3	-12	-3	2	1	nt	-2.7	-14
O=C(O)CCNC(=O)c1ccc(Br)o1	-1	-4	3	23	0	0	3	-1.1	-3
Cc1nnc(SCC(=O)Nc2ccccc2)[nH]c1=O	-4	5	-9	-20	2	-6	1	1.1	-4
CNC(=O)[C@@H]1C[C@H]1[C@@H](NC(=O)OCc1ccccc1)c1ccccc1	0	-11	-11	-10	8	-8	-7	1.0	10
N=c1n(CCN2CCCCC2)c2ccccc2n1CC(O)COc1ccccc1 (stereo not given)	12	-14	39	-75	12	15	49*	-0.8	-28
CCOC(=O)Cc1csc(NC(=O)c2c(-c3ccccc3)noc2C)n1	1	-4	10	-14	4	-12	-2	0.8	-7
Cc1ccc(N2CCN(c3ccc(C)cc3)C2c2cccnc2)cc1	0	-11	76*	-20	1	-17	1	2.1	-3
COc1ccccc1-c1n[nH]c2c1[C@H](C)CC[C@H]2C(C)C	-2	-2	0	6	0	-20	3	0.5	24
O=C(COc1ccccc1C(=O)c1cnn(-c2ccccc2)c1)Nc1ccccc1	-5	2	13	4	1	-22	13	1.1	13
CCOC(=O)c1ccc(NC(=O)CC2C(=O)N(c3ccccc3)C(=O)N2CCCOC)cc1 (stereo not given)	-1	-10	15	7	0	3	-2	-1.7	9
Cn1c(=O)c2c(nc(NCc3ccc4c(c3)OCO4)n2Cc2ccccc2)n(C)c1=O	-3	-7	38	-40	1	-15	20	1.8	-1
C=CC(=O)NC(C)(C)Cc1ccccc1	-1	-6	-13	10	7	9	0	-4.5	0
COc1ccc(NCC(O)COc2ccc(C(C)(C)C)cc2)cc1 (stereo not given)	2	-12	104*	-3	6	-7	11	-0.1	-17
Cc1ccc2oc(=O)c3cnn(CC(=O)N4CCCCCC4)c3c2c1	-1	-5	-11	12	2	-22	0	-0.1	1
COc1ccccc1N(C)S(=O)(=O)c1ccc(C(=O)O)cc1	0	5	12	-4	8	-21	10	1.2	-1
COc1ccc(N2CCCC2=N)c(OC)c1	-7	-8	-19	9	0	-12	nt	-0.5	1
Nc1ccc(-c2cn3cccnc3n2)cc1	7	-7	2	-2	12	-17	0	-2.4	-5
CC(C)c1ccc(C(CC(=O)O)NC(=O)c2cccs2)cc1 (stereo not given)	2	-9	14	-3	5	-11	6	0.9	5

Retrieved by structure from the list above (two):
SMILES	Ba/F3 V617F tox	NCF1 inh	CHOP inh	NPY1 pot ag	BaF3 tox	S1P4 antagonist	NPY Y1 blocker	S1P4 ag	NPY2 pot ag
CNC(=O)[C@@H]1C[C@H]1[C@@H](NC(=O)OCc1ccccc1)c1ccccc1	0	-11	-11	-10	8	-8	-7	1.0	10
Nc1ccc(-c2cn3cccnc3n2)cc1	7	-7	2	-2	12	-17	0	-2.4	-5

Screens deposited in PubChem by several laboratories.
